Screening results as filed in PubChem.
IMPase cell inh: cell-permeable inhibitors of inositol monophosphatase (IMPase); CHO-M1 cells, IP1 accumulation, HTRF TR-FRET ratio; P97697; inhibition (IP1 accumulation), % at 46.1 µM; 120,000 tested, under 10 active; active = well fitted curve in the direction sought with a large enough effect in the signal ratio, not every such curve was filed as active; inconclusive = small, poorly fitted or top-dose-only effect, or a change in a side signal; inactive = no such curve, though single readings can be large or run the other way; the % refers to the signal ratio;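 also: cells stimulated with carbachol in lithium chloride buffer; plate controls were DMSO basal wells for no effect and reference inhibitor wells for full effect; higher means more IMPase inhibition seen as more IP1 and lower FRET ratio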
Target sequence (P97697 whole entry, looked up): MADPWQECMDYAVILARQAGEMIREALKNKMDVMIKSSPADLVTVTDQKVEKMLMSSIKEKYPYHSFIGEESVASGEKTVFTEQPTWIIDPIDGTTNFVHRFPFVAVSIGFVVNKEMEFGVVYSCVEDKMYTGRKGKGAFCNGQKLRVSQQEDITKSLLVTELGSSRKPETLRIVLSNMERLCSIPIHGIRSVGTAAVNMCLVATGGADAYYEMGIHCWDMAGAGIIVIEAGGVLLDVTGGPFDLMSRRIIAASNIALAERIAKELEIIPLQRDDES
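CHO-M1 cells (CHO stably expressing M1 receptor), compound up to 46 uM final, stimulated with carbachol (50 uM as added) in buffer with 50mM LiCl, pH 7.4, 30 min at 37C. Cytosolic IP1 read by TR-FRET; AC50 from Hill fits.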
ALOX12 inhib: inhibitors of human 12-lipoxygenase (ALOX12); Potency, µM (doses to about 57.1 µM), for inactives: at the highest dose activity change, negative = inhibition, most hits filed as inhibitors; purified 12-hLO, xylenol orange hydroperoxide absorbance; AID 1452; P18054; hit rate 0.12% among 150,000; also: potency is read from the fitted curve at half-maximal effect; nearly all actives have a fitted effect of over 55% in size; many of its hits are not listed in these tables
Target sequence (P18054 whole entry, looked up): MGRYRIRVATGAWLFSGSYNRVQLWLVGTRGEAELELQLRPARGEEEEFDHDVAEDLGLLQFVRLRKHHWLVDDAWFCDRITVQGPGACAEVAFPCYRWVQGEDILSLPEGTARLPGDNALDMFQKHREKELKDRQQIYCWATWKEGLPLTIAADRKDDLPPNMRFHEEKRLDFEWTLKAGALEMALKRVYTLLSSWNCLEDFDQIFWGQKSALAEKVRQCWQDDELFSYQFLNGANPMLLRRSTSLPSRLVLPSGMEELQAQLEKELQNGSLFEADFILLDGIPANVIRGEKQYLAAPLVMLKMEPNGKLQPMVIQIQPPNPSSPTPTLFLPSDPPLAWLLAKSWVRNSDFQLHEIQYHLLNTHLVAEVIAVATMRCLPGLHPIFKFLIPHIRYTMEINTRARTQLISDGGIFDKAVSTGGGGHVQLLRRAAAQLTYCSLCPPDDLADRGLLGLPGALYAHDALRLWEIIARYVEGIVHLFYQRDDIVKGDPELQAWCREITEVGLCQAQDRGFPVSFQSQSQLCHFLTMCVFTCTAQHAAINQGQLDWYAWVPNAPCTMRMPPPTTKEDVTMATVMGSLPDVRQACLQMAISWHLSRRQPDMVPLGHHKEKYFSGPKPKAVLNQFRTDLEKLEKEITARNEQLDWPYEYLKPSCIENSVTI
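Purified human 12hLO (150 nM), preincubated 15 min with compound, then 40 uM arachidonic acid for 30 min, room temperature, Hepes pH 7.0 with 0.01% Triton X-100. Hydroperoxide detected by ferrous iron/xylenol orange; 573/405 nm absorbance ratio gives reaction progress.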
ALOX15B inhib: blocks human 15-lipoxygenase 2 activity | O15296 | purified 15hLO-2, xylenol orange hydroperoxide absorbance | Potency, µM (top dose mostly 57.1 µM), without a hit: at the highest dose activity change, negative = inhibition, hits mostly inhibitors | hit rate 0.56% among 110,000; also: potency is read from the fitted curve at half-maximal effect; nearly all actives have a fitted effect of over 60% in size; many of its hits are not listed in these tables
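Purified human 15hLO-2 (50 nM) preincubated 15 min with compound, then 45 uM arachidonic acid for 90 min at RT in 25 mM Hepes pH 7.5, 0.01% Triton X-100. Hydroperoxide detected by Fe-xylenol orange; 573/405 nm absorbance ratio.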
PNC assembly inh: inhibitors of perinucleolar compartment assembly | PC3M PTB-GFP, PNC prevalence imaging, 16 h; active compounds read low | activity change (PNC), negative = inhibition, % at 10 µM | hit rate 3.1% among 140,000;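 active = readout at or below -70, meaning at least 70% loss of cells showing the perinucleolar compartment, a nuclear body marking cancer cells; inconclusive = readout between -30 and a set limit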;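 also: plate controls were DMSO wells for no effect and camptothecin positive control wells for full effect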
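PC3M cells stably expressing PTB-GFP, 750–1000 cells/well, treated 16 h at 37 °C with compound (23 nl of library stock), in duplicate. After paraformaldehyde fixation and Hoechst stain, imaged at 20x; PNC prevalence scored by image analysis.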
Starred values were filed as active, the others as inactive; ? = inconclusive; / = no result given; [ ] = remark or other dose. Unless noted, calls follow the shape of the dose curve; as a rule, active = well fitted curve in the direction sought with a large enough effect; inconclusive = small, poorly fitted or top-dose-only effect, or another doubt; inactive = no such curve, though single readings can be large; an effect the other way counts as inactive or inconclusive. Unless noted, % is scaled to controls: 0 for no effect and ±100 for the full control effect.

SMILES	IMPase cell inh	ALOX12 inhib	ALOX15B inhib	PNC assembly inh
COc1cc(O)c(NC(C)=O)c2nonc12	19	-6%	-21%	-88*
COc1ccc(-c2nn(CCC(=O)O)cc2CCC(=O)O)cc1	-7	5%	-9%	-9
CC1CCN(c2ccc(/C=N/n3nnnc3N)cc2[N+](=O)[O-])CC1	-4	-1%	-6%	?
CC1(C)CC(CCC(=O)Nc2ccccc2Cl)C(=O)O1 (stereo not given)	6	7%	-2%	-1
COC(=O)N/N=C/c1cc(Cl)cc(Cl)c1OCc1ccccc1F	/	2%	/	51
COc1ccc(CCN=C(N)NS(=O)(=O)c2ccc3ccccc3c2)cc1	/	-4%	/	15
C[C@]12CC[C@@H]3c4ccc(O)cc4CC[C@H]3[C@@H]1CC[C@@H]2O	1	-5%	5%[0.0915 µM]	76
Cc1ccc(N2C(=O)/C(=C\c3ccco3)SC2=S)cc1	3	7.9µM*	?	31
CC(=O)Nc1ccc(S(=O)(=O)N2CCc3ccccc3C2)cc1	3	-3%	6%	15
Cc1cccc(-c2cc3nc(C)cc(N4CC(C)CC(C)C4)n3n2)c1 (stereo not given)	-7	-1%	/	41
O=C(NCCc1ccccc1)C1CC(c2ccccc2O)=NO1 (stereo not given)	?	-6%	-1%	-4
O=C(COc1ccccc1)NCCSCc1ccc(Cl)cc1	/	-2%	/	-14
CC1(C)C=Cc2c(c3ccccc3[nH]c2=O)O1	-4	-5%	2%	-21
C[C@@H]1NC(=O)[C@H](CCCN=C(N)N)NC(=O)c2cc([N+](=O)[O-])cc(I)c2NCCC[C@@H](C(N)=O)NC1=O	/	-21%	/	83
Cc1cn([C@H]2C[C@H](O)[C@@H](COC(N)=O)O2)c(=O)[nH]c1=O	/	-3%[11.4 µM]	-7%[11.4 µM]	/
COc1ccc(CN(CCCN2CCOCC2)S(=O)(=O)N(C)C)cc1OC	-1	0%	7%	?
CC(C)(C)NC(=O)C1Cc2ccccc2CN1C(=O)Nc1cccc(Cl)c1 (stereo not given)	3	6%	15%	106
O=C(OCC(=O)N1CCOCC1)c1ccccc1Cc1ccccc1	-7	5%	/	?
Cc1[nH]c2ccccc2c1Cc1nnc(SCC(N)=O)o1	3	-4%	0%	?
CC(C)C1=NN(C(=O)c2cccnc2)C(O)(C(F)(F)F)C1 (stereo not given)	-1	-4%	4%	18
COc1ccc(-c2noc(CCCOc3ccccc3)n2)cc1OC	?	-2%	17%	8
COc1ccc2c(c1[N+](=O)[O-])CCC/C2=N/OC(=O)c1cccc2ccccc12	2	-3%	-6%	-25
COc1ccc(/C=N/NC(=S)Nc2ccccc2)cc1COc1ccc(F)cc1F	/	-13%	/	20
N#C/C(=C/c1ccccc1)c1nn(CCO)c(N)c1C#N	-10	-1%	5%	4
CCOC(=O)c1c(NC(=O)C(C)N2CCN(C(=O)c3ccco3)CC2)sc2c1CCCC2 (stereo not given)	5	-7%	28%	-21

Compound profiles, from the list above. Values in the order: IMPase cell inh	ALOX12 inhib	ALOX15B inhib	PNC assembly inh
CC(C)(C)NC(=O)C1Cc2ccccc2CN1C(=O)Nc1cccc(Cl)c1 (stereo not given) as listed: 3	6%	15%	106
COc1ccc(CCN=C(N)NS(=O)(=O)c2ccc3ccccc3c2)cc1 as listed: /	-4%	/	15
O=C(COc1ccccc1)NCCSCc1ccc(Cl)cc1 as listed: /	-2%	/	-14
C[C@]12CC[C@@H]3c4ccc(O)cc4CC[C@H]3[C@@H]1CC[C@@H]2O as listed: 1	-5%	5%[0.0915 µM]	76

The list goes on.
SMILES	IMPase cell inh	ALOX12 inhib	ALOX15B inhib	PNC assembly inh
CCOC(=O)CSc1ncnc2c1cnn2-c1ccc(C)cc1	2	-7%	2%	46
CCOC(=O)C1=C(C)Nc2nc(SCC)nn2C1c1ccc(OC)cc1 (stereo not given)	8	5%	-3%	13
CN(CC(=O)O/N=C(\N)c1ccccn1)S(=O)(=O)c1ccccc1	1	1%	-3%	-13
O=c1c2c(nc3c(-c4ccccc4)c[nH]n13)CCCC2	0	-5%	-8%	3
CCOC(=O)C(C(=O)OCC)C(C#N)c1ccccc1 (stereo not given)	9	2%	/	0
O=C1N=C(N2CCc3ccccc3C2)S/C1=C\c1cccc(O)c1	/	-5%	/	6
O=C(NC1CCCCCCC1)C1c2ccccc2C(=O)N1Cc1ccco1 (stereo not given)	9	-5%	-3%	-21
COc1ccc(CN(C(=O)CSc2nnc(-c3ccc(OC)c(OC)c3)o2)c2ccc(F)cc2)cc1	-1	-3%	/	216
Cc1oc(-c2ccccc2Cl)nc1CSCC(=O)N1CCCC1	0	4%	4%	-109*
COc1ccc(-c2csc3ncnc(Oc4ccc5c(C)cc(=O)oc5c4)c23)cc1	-8	-3%	/	?
Cc1cccc2cc(CN(Cc3ccc(F)cc3)Cc3nnnn3C3CCCC3)c(=O)[nH]c12	0	-2%	22%	-18
O=C(/C=C/c1cccc([N+](=O)[O-])c1)NCCSCc1c(Cl)cccc1Cl	-6	-1%	/	?
O=C(Nc1nnc(Cc2ccccc2)s1)c1cccs1	4	-6%	-7%	4
CN[C@H]1CC[C@@H](c2ccc(Cl)c(Cl)c2)c2ccccc21	19	1%[0.00818 µM]	/	/
CN1CCc2c(c3ccccc3n2C)C1	3	4%	?	46
CC(NC(=O)COC(=O)c1cn(-c2ccccc2)nc1-c1cccs1)c1ccccc1 (stereo not given)	-12	-9%	-16%	52
Cc1ccc(C2C3CSCC=C3C(C#N)=C(N)C2(C#N)C#N)cc1 (stereo not given)	-4	-11%	-17%	12
CC(C)(C)c1ccc(Oc2cccc(C3CC(=O)C(C4NCCc5ccccc54)C(=O)C3n3cncn3)c2)cc1 (stereo not given)	-5	0%	40%[activator]	-16
Cc1ccc(-c2cc(C(=O)N3CCN(C(=O)c4ccco4)CC3)no2)cc1	10	-6%	0%	10
CCOC(=O)C1=C(C)Nc2ncnn2C1c1cccs1 (stereo not given)	3	0%	1%	-26
Cc1ccc(NC(=O)COC(=O)C2CC2)c(Br)c1	/	0%	/	-20
CCn1c(SCC(=O)N2c3ccccc3Sc3ccccc32)nnc1-c1ccco1	-2	-17%	?	23
CC(C)CC(=O)NC(=S)Nc1ccccc1C(F)(F)F	/	-9%	/	8
Cc1cc(NC(=O)CCC(=O)N(Cc2cccs2)C(C(=O)NC2CCCC2)c2ccncc2)no1 (stereo not given)	14	-4%	-3%	-7
Cn1nc(C(F)(F)F)c(/C=N/OC(=O)c2ccc(Cl)cc2)c1Cl	-3	4%	7%	35
The listing continues:
SMILES	IMPase cell inh	ALOX12 inhib	ALOX15B inhib	PNC assembly inh
CCOc1ccc(C2CC(c3cccc(OC)c3OC)n3nnnc3N2)cc1Cl (stereo not given)	3	-10%	18%	2
CCn1nnnc1SCC(=O)c1ccc(C)cc1C	6	-15%	/	29
CC(=O)SCC(C)C(=O)NCc1ccccc1 (stereo not given)	6	-2%	4%	13
O=[N+]([O-])c1cccc(/C=N\N=C2c3ccccc3-c3ccccc32)c1O	1	0%	/	?
CCN(CC)C(=O)c1sc(NC(=O)c2ccc(C)c([N+](=O)[O-])c2)c(C#N)c1C	4	0%	2%	?
COc1cccc(Oc2ccc(C(F)(F)F)cc2NC(=O)c2cccc(F)c2)c1	/	-3%	/	?
COc1ccc(OC)c(C2/C(=C(/O)c3cnn(-c4ccccc4)c3C)C(=O)C(=O)N2CCN(C)C)c1 (stereo not given)	?	4%	8%	-6
C=CCNS(=O)(=O)c1cccc(C(C)=O)c1	/	2%	/	50
C=CCn1c(SCC(=O)N2CCN(c3ccc(F)cc3)CC2)nnc1-c1cccs1	-22	2%	-5%	-96*
COc1ccc(C(=O)c2ccccc2)c(O)c1O	/	0%	-29%	/
COc1ccc(C2CC(=O)C3=C(C2)Nc2ncnn2C3c2ccccc2C)cc1 (stereo not given)	-5	-7%	15%	35
C=CCC(NCc1ccco1)c1ccc(OC)cc1OC (stereo not given)	11	0%	-4%	39
CCCCOC(=O)Oc1ccc2c(=O)c(Oc3cccc(C)c3)coc2c1	-5	-3%	/	-26
COc1ccc(CC(=O)NCC(=O)N/N=C/c2ccco2)cc1	-4	-1%	/	?
Cn1c(=O)[nH]c(=O)c2c1nc(N1CCCCCC1)n2CC(N)=O	16	5%	/	-19
CCN(CC)CCCN(Cc1cc2cc3c(cc2[nH]c1=O)OCCO3)C(=O)Nc1ccc(F)cc1	12	-6%	32%[activator]	-16
Cc1cccc(C)c1N(CC(=O)NN=C1CCCCCC1)S(C)(=O)=O	-6	7%	-2%	20
CCOC(=O)n1ccc(C(=O)Nc2ccccc2F)n1	1	-4%	-10%	?
COc1cc(=O)n(C)c2c(OC[C@@H](O)C(C)(C)O)cccc12	7[20.6 µM]	1%[25.6 µM]	3%[25.6 µM]	/
N#CCN1CCC/C1=C\[N+](=O)[O-]	2	-3%	0%	3
COC(=O)c1ccccc1NC(=S)NC(NC(=O)COc1ccccc1)C(Cl)(Cl)Cl (stereo not given)	7	3%	-9%	68
COCc1cc(CN2CCCC2)c(O)c2ncccc12	13	?	43%[activator]	3
CCCCCNC(=O)c1ccc2c(=O)[nH]c3c(C(=O)NCC4CCCO4)sc(=S)n3c2c1 (stereo not given)	3	-9%	-17%	27
Cc1cc(C)n(C(=O)c2cccc(S(=O)(=O)N3CCOCC3)c2)n1	-7	-1%	-3%	?
O=C(CSc1ccc2ccccc2n1)c1ccc2c(c1)OCO2	16	-5%	-7%	?
New compounds follow:
SMILES	IMPase cell inh	ALOX12 inhib	ALOX15B inhib	PNC assembly inh
O=C(COC(=O)/C=C/c1cccs1)Nc1nc(-c2ccccc2)cs1	/	-2%	/	-14
Nc1nnc(C(c2ccccc2)c2ccccc2)s1	-14	4%	3%	34
CC(C)Nc1nnc(SCC(=O)Nc2ccc3c(c2)C(=O)c2ccccc2C3=O)s1	/	-8%	/	?
O=c1c(O)c(-c2ccccc2)oc2cc(O)cc(O)c12	3	2%	-17%	/
O=C(CNC(=O)c1cccc(F)c1)N/N=C/c1cccc([N+](=O)[O-])c1	/	-1%	/	23
NC(=O)C(Cc1ccccc1)NS(=O)(=O)c1ccc(N2CCCC2=O)cc1 (stereo not given)	14	-1%	4%	-26
CC(C)C(=O)Nc1cccc(C(=O)N2CCCCC2C)c1 (stereo not given)	-3	5%	-4%	-6
CC(/C=N/Nc1nc2ccccc2[nH]1)=C\c1ccccc1	4	-7%	/	11
Nn1c(SCC(=O)N2CCCc3ccccc32)nnc1-c1ccc(Cl)cc1	-3	1%	1%	15
COC(=O)/C(=N/Nc1ccccc1C)N1CCCc2ccccc21	0	-14%	/	-24
CCCN(CCC)C(=S)Nc1cc(C(=O)OC)ccc1C(=O)OC	/	0%	/	28
O=C(C1CC1)N1CCC(c2nc(-c3ccc(S(=O)(=O)NCC4CCCO4)cc3)no2)CC1 (stereo not given)	-7	0%	-1%	32
COc1ccc(S(=O)(=O)N2CCC(N3CCCCC3)CC2)cc1	12	-7%	1%	8
CSCCC(=O)Nc1ccc(C(C)=O)cc1	4	-5%	2%	14
Cc1ccc(S(=O)(=O)/N=C2/C=C(Sc3ncn[nH]3)C(=O)c3ccccc32)c(C)c1	/	?	/	17
COc1ccc(-c2cc(=O)c3c(O)c(OC)c(OC)c(OC)c3o2)cc1	/	-1%	0%	/
COC(=O)c1cccc(C23CC4(C2)[C@H](CN(Cc2ccc(-c5ccccc5)cc2)[C@@H]4c2ccccc2)C3c2ccc(C(F)(F)F)cc2)c1 (stereo not given in full)	/	-3%	13%	/
CC1CCN(CC(=O)NCc2ccccc2)CC1	-2	-1%	-7%	4

A run of entries from the list above:
SMILES	IMPase cell inh	ALOX12 inhib	ALOX15B inhib	PNC assembly inh
O=C(COC(=O)/C=C/c1cccs1)Nc1nc(-c2ccccc2)cs1	/	-2%	/	-14
Nc1nnc(C(c2ccccc2)c2ccccc2)s1	-14	4%	3%	34

Not all compounds are listed; rates above refer to the full screens.
